Bioassay records deposited in PubChem by National Center for Advancing Translational Sciences (NCATS).
BAZ2B inh – inhibitors of human BAZ2B bromodomain; 360,000 compounds, 4.4% hits; AlphaScreen BAZ2B-H3K14Ac peptide displacement; Q9UIF8; Potency, µM (top dose mostly 114 µM), without a hit: at the highest dose activity change, negative = inhibition, actives largely listed as inhibitors; AID 504333; also: potency is read from the fitted curve at half-maximal effect; % is scaled to controls: 0 for no effect and ±100 for the full control effect; nearly all actives have a fitted effect of over 60% in size
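Inhibition is scored as reduced AlphaScreen emission. The BAZ2B/b-H3(5-23)K14Ac complex (50 nM each) in PBS pH 7.4, 0.01% Tween-20 meets compound (up to 110 uM) for 30 min at RT before bead addition.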
GLS inhibitor – inhibitors of human glutaminase (GLS). GLS enzymatic activity, qHTS titration. Potency, µM (top dose mostly 45.5 µM), for the others: top-dose activity change, negative = inhibition, usual class: inhibitors. 410,000 compounds, 0.21% hits; also: potency is read from the fitted curve at half-maximal effect; % is scaled to controls: 0 for no effect and ±100 for the full control effect
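Read-out is an Amplex red fluorescence increase coupled through glutamate oxidase and HRP, measured before and after 30 min room-temperature incubation. hKGA is in 45 mM KH2PO4 (pH 8.2) with 0.02% Tween-20; glutamine added as 1mM solution.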
ERG-DNA inh – inhibitors of human ERG Ets domain-DNA interaction. AID 624246. fluorescence polarization, His-ERG Ets domain / labelled DNA. Potency, µM (highest dose often 76.9 µM), inactives show top-dose FP activity, negative = inhibition, usual class: inhibitors. 370,000 compounds, 0.028% hits; active = well fitted inhibition curve with a large enough effect in the polarisation, with a control signal flat; inconclusive = small, poorly fitted or top-dose-only effect, or effect the other way, or a change in a side signal; inactive = no such curve, though single readings can be large or run the other way; the % refers to the polarisation;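 also: polarization taken with two DNA probes labelled with fluorescein and Texas red; potency is read from the fitted curve at half-maximal effect; % of control where 0% means no effect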
Target sequence (P11308 whole entry, looked up, the tested form may be a part): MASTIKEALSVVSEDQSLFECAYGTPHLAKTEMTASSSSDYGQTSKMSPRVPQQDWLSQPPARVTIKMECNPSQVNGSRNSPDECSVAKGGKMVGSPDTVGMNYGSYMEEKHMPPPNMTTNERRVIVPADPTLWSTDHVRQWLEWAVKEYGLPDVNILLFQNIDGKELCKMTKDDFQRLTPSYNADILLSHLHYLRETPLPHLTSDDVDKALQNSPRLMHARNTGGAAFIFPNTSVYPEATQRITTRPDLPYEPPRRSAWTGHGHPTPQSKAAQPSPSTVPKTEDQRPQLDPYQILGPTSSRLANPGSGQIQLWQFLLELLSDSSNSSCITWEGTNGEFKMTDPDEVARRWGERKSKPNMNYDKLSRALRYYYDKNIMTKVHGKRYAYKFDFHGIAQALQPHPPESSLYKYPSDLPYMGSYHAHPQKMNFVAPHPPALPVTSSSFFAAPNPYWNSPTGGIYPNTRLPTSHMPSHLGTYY
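His-tagged ERG Ets domain (1 uM in the protein solution; 300mM KCl, 50mM Tris-HCl, 1mM EDTA, 1mM DTT, pH 7.5) received compound, then a probe mix of 5 nM fluorescein-DNA and 100nM Texas-615-DNA. Fluorescence polarization was read for both dyes.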
Pin1 inhibitor – human Pin1 inhibition; Pin1 FP peptide displacement, HiFluor488, 10 min; Q13526; 390,000 compounds, 0.009% hits; Potency, µM (top dose mostly 115 µM), for the others: at the highest dose activity, negative = inhibition, most hits filed as inhibitors; active = well fitted inhibition curve with a large enough effect in the polarisation, with a control signal flat, not every such curve was filed as active; inconclusive = small, poorly fitted or top-dose-only effect, or effect the other way, or a change in a side signal; inactive = no such curve, though single readings can be large or run the other way; the % refers to the polarisation; also: potency is read from the fitted curve at half-maximal effect; % is scaled to controls: 0 for no effect and ±100 for the full control effect
PI4K2A inh – inhibitors of human PI4K2A. activity change, negative = inhibition, % at 76.9 µM. purified PI4K2A, ADP-Glo luminescence, 1 h; stronger effect = lower value. 420,000 compounds, 0.13% hits. AID 1346378. Q9BTU6; in the data active = activity change below about -50%; inconclusive = mostly about -30% to -49%;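 also: -100% = wells without enzyme as full effect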
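ADP-Glo luminescence measured ADP generated by PI4K2A enzyme (4 ug/mL before mixing) with 1.2 mM PI substrate (pre-mix) and 300 microM ATP (pre-mix). Tris pH7.5 buffer with MgCl2, Triton X-100; 1 h reaction at ambient temperature.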
HP1b binding inh – inhibitors of HP1-beta chromodomain binding to methylated histone tails; Potency, µM (doses to about 114 µM), inactives show top-dose activity change, negative = inhibition, actives largely listed as inhibitors; AlphaScreen HP1-beta / biotin-H3K9me3 peptide binding; P83916; 390,000 compounds, 0.56% hits; also: potency is read from the fitted curve at half-maximal effect; nearly all actives have a fitted effect of over 70% in size; inactives centre near 23
Target sequence (P83916 whole entry, looked up): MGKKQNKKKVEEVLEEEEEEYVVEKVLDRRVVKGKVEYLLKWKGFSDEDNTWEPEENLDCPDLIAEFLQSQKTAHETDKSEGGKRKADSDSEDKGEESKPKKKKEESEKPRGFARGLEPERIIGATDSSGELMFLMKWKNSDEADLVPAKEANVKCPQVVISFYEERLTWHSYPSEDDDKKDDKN
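HP1-beta protein (50 nM final) preincubated 30 min at room temperature with biotinylated H3(1-18)K9me3 peptide (50 nM) in PBS pH 7.4, 0.01% Tween-20, then compound added for 30 min. AlphaScreen streptavidin donor/nickel chelate acceptor beads (10 ug/mL final), 30 min dark, luminescence read.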
PGK inhibitor – blocks T. brucei phosphoglycerate kinase | PGK/GAPDH coupled, Kinase-Glo luminescence, 60 min | Potency, µM (top dose mostly 57.5 µM), inactives show at the highest dose activity change, negative = inhibition, actives largely listed as inhibitors | 380,000 compounds, 0.043% hits; also: potency is read from the fitted curve at half-maximal effect; % is scaled to controls: 0 for no effect and ±100 for the full control effect; nearly all actives have a fitted effect of over 60% in size
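Luminescent ATP detection (Kinase-Glo Plus) follows a 60-minute room-temperature incubation, with wells lacking PGK as controls. Buffer: 100 mM TEA (pH 7.6), 5 mM MgCl2, 0.01% Tween-20. Coupling enzyme GAPDH (100 nM final) supplies unstable 1,3-BPG in-well.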
JMJD2A Tudor – inhibitors of human JMJD2A Tudor domain. O75164. AlphaScreen JMJD2A-Tudor / H3K4me3 peptide binding. Potency, µM (highest dose often 114 µM), for the others: at the highest dose activity change, negative = inhibition, usual class: inhibitors. 390,000 compounds, 4.4% hits. AID 504339; also: potency is read from the fitted curve at half-maximal effect; % is scaled to controls: 0 for no effect and ±100 for the full control effect; nearly all actives have a fitted effect of over 50% in size
G9a inh – blocks human histone lysine methyltransferase G9a; Q96KQ7; G9a H3K9 monomethylation, AlphaScreen, 2 h; Potency, µM (titrated, usually from 102 µM), for inactives: at the highest dose activity, negative = inhibition, usual class: inhibitors; 350,000 compounds, 8.8% hits; AID 504332; also: potency is read from the fitted curve at half-maximal effect; % is scaled to controls: 0 for no effect and ±100 for the full control effect; nearly all actives have a fitted effect of over 75% in size
Target sequence (Q96KQ7 913-1193 limits assumed): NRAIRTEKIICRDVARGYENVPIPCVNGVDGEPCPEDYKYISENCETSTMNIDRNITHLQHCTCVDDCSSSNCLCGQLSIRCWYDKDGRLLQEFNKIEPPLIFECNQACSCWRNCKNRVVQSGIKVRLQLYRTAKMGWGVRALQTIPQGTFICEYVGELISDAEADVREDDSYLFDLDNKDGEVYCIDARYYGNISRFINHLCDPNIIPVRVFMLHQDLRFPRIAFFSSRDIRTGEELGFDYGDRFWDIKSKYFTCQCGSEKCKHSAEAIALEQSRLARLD
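Quantitative HTS format: methyltransferase activity on a biotin-tagged H3K9 peptide is measured by AlphaScreen, using a rabbit anti-monomethyl-H3K9 antibody with streptavidin donor and anti-IgG acceptor beads. Final levels are 20 nM enzyme, 500 nM peptide, 20 uM SAM; 2 h RT.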
The depositor's hits bear a star; i = inactive; ? = inconclusive; . = not tested or not shown; & = joins results of further samples; [ ] = another dose, or the depositor's remark. Unless noted, calls follow the shape of the dose curve; as a rule, active = well fitted curve in the direction sought with a large enough effect; inconclusive = small, poorly fitted or top-dose-only effect, or another doubt; inactive = no such curve, though single readings can be large; an effect the other way counts as inactive or inconclusive.

smiles	BAZ2B inh	GLS inhibitor	ERG-DNA inh	Pin1 inhibitor	PI4K2A inh	HP1b binding inh	PGK inhibitor	JMJD2A Tudor	G9a inh
CCCc1cc(=O)[nH]c(SCC(=O)NC2CCCCCCC2)n1	.	-4%	7%	-1%	-2	20%	-5%	-1%	.
S=c1[nH]nc(-c2ccncc2)n1/N=C/c1ccccc1	-7%	-2%	2%	-6%	0	11%	-8%	7.9µM*	1.3µM*
CN(C)c1ccc(N2C(=NC(=O)CC3CCCCC3)SC3CS(=O)(=O)CC32)cc1 (stereo unspecified)	-19%	1%	13%	-4%	-3	57%[activator]	-1%	-18%	-9%
CCN(C(=O)Cn1c([N+](=O)[O-])cnc1C)c1ccccc1	-12%	-5%	-4%	-5%	3	27%	3%	8%	5%
Cc1ccc(S(=O)(=O)N[C@@H](CC(C)C)C(=O)NCc2ccco2)cc1	-9%	-12%	-7%	1%	-1	21%	-10%	-19%	-22%
CC(N=Cc1cc([N+](=O)[O-])ccc1O)c1ccccc1 (stereo unspecified)	.	25%	-5%	-3%	-7	25%	-2%	-11%	-34%
CC1CCC(C(C)C)C(OC(=O)C[n+]2cccc(C(N)=O)c2)C1 (stereo unspecified)	-3%	?	-4%	-4%	2	-3%	i	?	7%[59 µM]
CCN1CCN(c2ccc(S(=O)(=O)N3CCOCC3)cc2NC(=O)c2ccc(F)cc2Cl)CC1	6%	3%	5%	3%	4	44%[activator]	-4%	10%	40µM*
O=C(NCC(=O)N1CCN(C(=O)c2ccco2)CC1)c1ccc(Br)cc1	4%	0%	21%	?	2	-12%[57 µM]	-6%	-22%	.
COCCN(C(=O)COC(=O)C1CCC(C(C)(C)C)CC1)c1c(N)n(Cc2ccccc2)c(=O)[nH]c1=O (stereo unspecified)	1%	-2%	-5%	24%	1	21%	-5%	-15%	32µM*
O=C(NCCCN1CCOCC1)c1ccc([N+](=O)[O-])cc1[N+](=O)[O-]	-11%	-19%	-15%	?	0	45%[activator]	3%	-6%	-1%[59 µM]
CC(C)(Oc1ccc(Cl)cc1)C(=O)Nc1ccc2oc(=O)ccc2c1	-1%	-15%	-11%	-6%	3	65%[activator]	-1%	7%	72%[activator]
Cc1ccc(NC(=O)c2sc3ncn(Cc4cccc(F)c4)c(=O)c3c2C)c(Br)c1	77%[activator]	0%	1%	10%	-3	32%	-4%	-3%	-3%[59 µM]
CCc1nnc(NC(=O)CSc2ccc(-c3ccc(-n4cccn4)cc3)nn2)s1	12%	5%	3%	6%	-1	31%	-6%	-4%	10µM*
COc1cc2c(cc1OC)C1CC(=O)C(CC(C)C)CN1CC2 (stereo unspecified)	-10%	?	-6%	3%	-2&8	3%	5%	?	-7%[59 µM]

Later entries:
smiles	BAZ2B inh	GLS inhibitor	ERG-DNA inh	Pin1 inhibitor	PI4K2A inh	HP1b binding inh	PGK inhibitor	JMJD2A Tudor	G9a inh
Cc1cc(C)c2c(CN3CCC(C)CC3)cc(=O)oc2c1C	19%	1%	-6%	-1%	1	45%[activator]	-8%	29%	92%[activator]
Cc1cc(C)c(C(N)=O)c(SCC(=O)c2cc(C)n(-c3cc(C)on3)c2C)n1	.	-1%	-7%	3%	-2	10%	3%	2%	.
O=c1c2ccccc2[nH]c(=S)n1Cc1cccs1	-1%	13%	1%	-4%	5	19%	-9%	-11%	6%[59 µM]
CC(CCc1ccccc1)NC(=O)C(C)OC(=O)c1ccco1 (stereo unspecified)	-2%	-6%	-4%	-2%	-3	43%[activator]	i	1%	8%[0.501 µM]
CNS(=O)(=O)c1ccc2ccccc2c1	2%	-9%	-4%	-2%	2	7%	i	-4%	.
CCc1cccc(NC(=O)Cn2c(C(=O)OC)cc3sc(Cl)cc32)c1	4%	-8%	-5%	-3%	-3	18%	i	-14%	-1%[59 µM]
Cc1noc(/C=C/c2ccccc2F)c1S(=O)(=O)N1CCC(C(=O)N(C)Cc2ccco2)CC1	-6%	4%	0%	32%[activator]	1	17%[57 µM]	-2%	-11%	2%[59 µM]
COc1ccc(C(CNC(=O)c2oc3c(Cl)cccc3c2C)N2CCCC2)cc1 (stereo unspecified)	-34%	-4%	-5%	12%	-3	0%	7%	-30%	-4%[0.501 µM]
CCN(C(=O)Cc1c(C(=O)O)n(C)c2ccccc12)c1cccc(C)c1	-1%	12%	6%	-1%	-5	49%[activator]	.	-18%	24%
O=C(CCCN1C(=O)/C(=C/c2ccccc2)SC1=S)Nc1ccc(C(=O)O)c(O)c1	?	?	9%	-20%	-1	-12%[57 µM]	i	?	?
COc1ccccc1OC(C)C(=O)O (stereo unspecified)	6%	7%	-2%	-6%	-3	9%	1%	?	-3%[12.7 µM]
O=C(O)c1c2c(nc3ccc(S(=O)(=O)N4CCC(C(=O)NC5CCCC5)CC4)cc13)CCCCC2	-6%	9%	1%	-4%	3	21%	-9%	-25%	?
Cc1ccc(/C=C/c2onc(C)c2S(=O)(=O)N2CCC(C(=O)NCc3ccc(OC(C)C)cc3)CC2)cc1	-3%	6%	-1%	-3%	-22	39%[57 µM]	-8%	-2%	6%[59 µM]
NS(=O)(=O)c1ccc(N/N=C/C=C/c2ccccc2[N+](=O)[O-])cc1	?	?	5%	7%	3	?	3%	?	32µM*
O=C(O)CCC(=O)OCCc1cc2ccccc2c(=O)o1	.	8%	-1%	0%	6	29%	i	-19%	.

Structures listed so far shown as hits in JMJD2A Tudor:
smiles	BAZ2B inh	GLS inhibitor	ERG-DNA inh	Pin1 inhibitor	PI4K2A inh	HP1b binding inh	PGK inhibitor	JMJD2A Tudor	G9a inh
S=c1[nH]nc(-c2ccncc2)n1/N=C/c1ccccc1	-7%	-2%	2%	-6%	0	11%	-8%	7.9µM*	1.3µM*

(more compounds)
Sequence of screens: BAZ2B inh | GLS inhibitor | ERG-DNA inh | Pin1 inhibitor | PI4K2A inh | HP1b binding inh | PGK inhibitor | JMJD2A Tudor | G9a inh
- CN(C)c1ccc(CNC(=O)C2CCN(S(=O)(=O)c3ccc4c(c3)CCCC(=O)N4)CC2)cc1
→ ? | 18% | 1% | 11% | -16 | 3% | -11% | ? | 45µM*
- O=C(O)c1ccc(Nc2nc(-c3ccccc3)c3ccccc3n2)cc1
→ -2% | -19% | -14% | -2% | -2 | 38% | -10% | -25% | -38%
- CC(=O)Nc1cc(C(F)(F)F)ccc1OCCOc1ccccc1
→ . | -11% | -8% | ? | -3 | 56%[activator] | -8% | 55%[activator] | .
- O=C(CSc1ccc2nnc(CCNC(=O)c3ccccc3)n2n1)NCCc1ccccc1
→ -1% | 2% | -2% | 4% | -2 | 28% | -8% | -15% | -6%
- O=C(CN1C(=O)C2CC=CCC2C1=O)NC1=NCCS1 (stereo unspecified)
→ -2% | 15% | -6% | -3% | -9 | 26% | 5% | -12% | -1%
- CCCCC1(CC(=O)OCC)C(=O)N(c2ccccc2)N(c2ccccc2)C1=O
→ 9% | 17% | . | 0% | -5 | 35%[activator] | 8% | 1% | 25%[59 µM]
- Cc1cccc(C)c1N1C(=O)c2ccccc2C1=O
→ 2% | -1% | . | -4% | -1 | 10% | -9% | -6% | 28%
- Cc1cc(C)cc(NC(=O)c2cc(S(=O)(=O)N3CCOCC3)cn2C)c1
→ -4% | -6% | -2% | -2% | -5 | 39% | -8% | -2% | 8%[59 µM]
- CCN(CC)CCN1C(=O)C(=O)/C(=C(/O)c2c(C)[nH]c(C(=O)OC)c2C)C1c1cccs1 (stereo unspecified)
→ ? | -4% | -9% | -2% | 0 | 28% | -1% | -16% | ?
- COc1ccc(NC(=O)C2CCCO2)cc1OC (stereo unspecified)
→ -4% | -3% | -8% | -5% | 1 | 24% | -5% | -5% | -7%
- Cc1ccc(S(=O)(=O)c2ccc(Cl)cc2)cc1S(=O)(=O)NC(C)C(=O)O (stereo unspecified)
→ 10% | 22% | -12% | 0% | -4 | 5% | -2% | -22% | 13%[59 µM]
- COc1ccc(C(=O)NC(C(=O)NCC2(N3CCCCC3)CCCCC2)C(C)C)cc1 (stereo unspecified)
→ 0% | 4% | -1% | 2% | 5 | 24% | 8% | -3% | 29%[12.7 µM]
- O=C(c1ccc2nccnc2c1)N1CCN(Cc2ccc3c(c2)OCO3)CC1
→ -11% | 5% | 4% | -8% | -4 | 22% | -1% | -22% | -37%[12.7 µM]

Some of these compounds in order of formula weight, lowest first.
Sequence of screens: BAZ2B inh | GLS inhibitor | ERG-DNA inh | Pin1 inhibitor | PI4K2A inh | HP1b binding inh | PGK inhibitor | JMJD2A Tudor | G9a inh
- COc1ccccc1OC(C)C(=O)O (stereo unspecified)
→ 6% | 7% | -2% | -6% | -3 | 9% | 1% | ? | -3%[12.7 µM]
- CCc1nnc(NC(=O)CSc2ccc(-c3ccc(-n4cccn4)cc3)nn2)s1
→ 12% | 5% | 3% | 6% | -1 | 31% | -6% | -4% | 10µM*
- O=C(O)c1c2c(nc3ccc(S(=O)(=O)N4CCC(C(=O)NC5CCCC5)CC4)cc13)CCCCC2
→ -6% | 9% | 1% | -4% | 3 | 21% | -9% | -25% | ?
